# CHT inh – inhibits the human high affinity choline transporter. 310,000 tested, 0.86% active. B-score at 10 µM. Q9GZV3. CHT-expressing cells, membrane potential dye, choline response; active compounds read low. AID 488975;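 active = B-score over 3 SD under the library average, and starting fluorescence ratio not unusually high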;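 note: choline stimulus applied at its EC90 after an EC20 pre-addition; B-score computed on integrated fluorescence ratio after choline addition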
# Target sequence (Q9GZV3 whole entry, looked up): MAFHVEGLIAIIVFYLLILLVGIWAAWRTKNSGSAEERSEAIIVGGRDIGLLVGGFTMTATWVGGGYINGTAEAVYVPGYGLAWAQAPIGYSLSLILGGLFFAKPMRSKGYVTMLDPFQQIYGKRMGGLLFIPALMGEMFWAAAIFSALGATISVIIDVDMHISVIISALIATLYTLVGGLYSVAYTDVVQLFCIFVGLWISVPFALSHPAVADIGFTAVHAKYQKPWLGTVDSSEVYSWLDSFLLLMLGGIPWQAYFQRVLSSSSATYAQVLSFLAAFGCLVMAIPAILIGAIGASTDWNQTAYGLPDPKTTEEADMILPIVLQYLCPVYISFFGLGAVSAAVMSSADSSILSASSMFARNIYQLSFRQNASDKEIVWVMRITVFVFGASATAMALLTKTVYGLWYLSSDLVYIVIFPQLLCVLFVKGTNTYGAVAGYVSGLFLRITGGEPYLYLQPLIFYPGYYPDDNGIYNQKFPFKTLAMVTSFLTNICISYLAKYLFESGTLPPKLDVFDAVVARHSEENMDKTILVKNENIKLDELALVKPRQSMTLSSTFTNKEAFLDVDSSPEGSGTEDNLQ
# CHT PAM – allosterically activates the human high affinity choline transporter. AID 488977. Q9GZV3. B-score at 10 µM. 310,000 tested, 0.49% active. CHT-expressing cells, membrane potential dye, choline EC20; active compounds read high; LV-AA mutant CHT in HEK293 cells;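 active = initial fluorescence not abnormally high and integrated response B-score, plate-corrected, over 3 SD above library mean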
# * = called active by the depositor; i = inactive. The order is random, and some 1.5% of all compounds hit somewhere here.
SMILES,CHT inh,CHT PAM
O=C(CNC(=O)c1ccco1)N/N=C/c1ccc(O)c([N+](=O)[O-])c1,i,i
Cc1nn(Cc2ccc([N+](=O)[O-])cc2)c(=O)n1-c1cccc(F)c1,i,i
CCn1nc(C)c(NC(=O)/C=C/c2cnn(C)c2C)c1C,i,i
CC(C)C(NC(=S)NCc1ccccc1)C(=O)O (stereo not given),i,i
CCc1nn(CC(=O)NCCN2CCN(C)CC2)c(=O)c2cc3c(OC)cccc3n12,i,i
CC(C)CN(C(=O)COc1ccc2ccc(=O)oc2c1)C1CCS(=O)(=O)C1 (stereo not given),i,i
Cc1ccc(N(Cc2ccc([N+](=O)[O-])cc2)C(=O)c2ccco2)cc1C,i,i
Cn1ccnc1/C(=N\NC(=O)c1ccc(O)cc1)c1cccc([N+](=O)[O-])c1,i,i
O=C(Nc1ccccc1)c1sc2cc(C(F)(F)F)cnc2c1-c1cccs1,i,i
Cc1ccc(NCc2nc3ccccc3n2C)c(C)c1,i,i
Cc1cccc(C)c1NC(=S)/C(=C(\[O-])c1cccs1)[n+]1ccccc1,i,i
c1ccc(Cn2ncc3c(NCc4ccco4)ncnc32)cc1,i,i
CN(c1ccc(C(=O)Nc2ccc(Cl)cn2)cc1)S(=O)(=O)c1ccccc1,i,i
CC(=O)OCC1OC(OC(C)=O)C(NC(=O)c2cccnc2)C(OC(C)=O)C1OC(C)=O (stereo not given),i,i
CCOc1ccccc1NC(=O)c1ccc(S(=O)(=O)N(C)C)cc1,i,i
O=C(O)C1C2C=CC(C2)C1C(=O)Nc1ccc(C(=O)N2CCCCC2)cc1 (stereo not given),i,i
Cc1c(NC(=S)N/N=C/c2cc([N+](=O)[O-])ccc2O)c(=O)n(-c2ccccc2)n1C,i,i
Cc1ccc(Cl)cc1NC(=O)C1CCCN(S(C)(=O)=O)C1 (stereo not given),i,i
Cn1c(=O)c2nc3ccccc3nc2n(C)c1=O,i,i
COc1ccc(N2CCN(C(=O)CCCC(=O)c3ccccc3)CC2)cc1,i,i
Cc1cc(C)nc(NC(=O)CSc2nn(C)c(=S)s2)n1,i,i
COc1ccc(/C=N/n2c(C)nc3ccccc3c2=O)cc1,i,i
CCC(=O)Nc1ccc(NC(=O)c2ccc3c(c2)OCO3)cc1,i,i
COc1ccc(OC)c(S(=O)(=O)NCCS(=O)(=O)N2CCN(c3ccccc3)CC2)c1,i,i
O=C(CSc1nnc(CNc2ccc(F)cc2)n1-c1ccccc1)N1CCOCC1,i,i
c1ccc(-n2nnc3cnccc32)cc1,i,i
Cc1ccc(SCCC(=O)NCC2CCCO2)cc1 (stereo not given),i,i
CC(C)(C)C(=O)NC(=S)Nc1cc(C(F)(F)F)ccc1N1CCOCC1,-5.03*,i
CCC1SC(CC)C(=O)N(CC(=O)Nc2ccc3c(c2)OCO3)C1=O (stereo not given),i,i
CC(Oc1cccc(Cl)c1)C(=O)Nc1cc(=O)n(C)c(=O)n1C (stereo not given),i,i
O=C1CC[C@@H](C(=O)N2CSC[C@H]2C(=O)O)N1,i,i
CCCn1nc(NC(=O)COC)c2cc3cc(C)ccc3nc21,i,i
COc1ccc(/C=N\NC(=O)c2cc3c(ccc4ccccc43)o2)cc1O,i,i
COc1ccccc1C(=O)NCCC(=O)NCc1cccs1,i,i
N#Cc1cc(O)c(-n2nnc3ccccc32)cc1C#N,i,i
C/[N+]([O-])=C\C1C(=O)CCCC1=O,i,i
CCCCS(=O)CC(COCc1ccccc1)OC(=O)CSc1nc(C)cc(C)n1 (stereo not given),i,i
CC1CCCN(S(=O)(=O)c2ccc(C(=O)Nc3nnc(-c4ccccc4Cl)o3)cc2)C1 (stereo not given),i,i
COc1cc(CNc2nc3c(C)cc(C)cc3s2)ccc1O,i,i
Cc1nn(C(C)C(=O)NCCCN(Cc2ccccc2)C(C)C)c(=O)c2c1sc1ccccc12 (stereo not given),i,i

# Printed as active in CHT inh, among the entries above:
molecule	CHT inh
CC(C)(C)C(=O)NC(=S)Nc1cc(C(F)(F)F)ccc1N1CCOCC1	-5.03*

# (more compounds)
SMILES,CHT inh,CHT PAM
CN1CCN(C(=O)CSc2nc(-c3cccs3)cc(-c3cccs3)c2C#N)CC1,i,i
CCN1CCN(c2cc(C)c3cc(NC(=O)CCC(=O)N4CCN(c5ccccc5OC)CC4)ccc3n2)CC1,i,i
NCCCC[C@@H]1NC(=O)[C@H](CCC(=O)O)NC(=O)c2cc([N+](=O)[O-])cc(I)c2OCC[C@@H](C(N)=O)NC1=O,i,i
CCOCCCNC(=O)C(c1ccccc1)N(Cc1ccc2c(c1)OCO2)C(=O)c1ccccc1O (stereo not given),i,i
Cc1c(CNCC(C)c2ccccc2)c(C(=O)O)c(C)n1Cc1ccccc1 (stereo not given),i,i
CCn1c(-c2cccnc2)n[nH]c1=S,i,i
COC(=O)c1sccc1NC(=O)Nc1ccc(OC)c(OC)c1,i,i
O=C(CCC1CCCCC1)NCCN1CCOCC1,i,i
O=C1C=C(O)c2cccc3cccc1c23,i,i
COc1cc(NC(=O)CCC2CCCC2)cc(-n2cnnn2)c1,i,i
CCOC(=O)/C(C#N)=C\N(C)C,i,i
CSc1sc(C(=O)O)c2c1C(=O)CCC2,i,i
CCN(C(=O)c1ccccc1Cl)c1ccccc1,i,i
COCCNc1nnc(SCC(=O)NC(=O)c2ccccc2OC)s1,i,i
CCN(CCCNC(=O)CNC(=O)c1nn(-c2ccc(OC)c(OC)c2)c(=O)c2ccccc12)c1ccccc1,i,i
CSc1nc(/C=C2\C=Nc3ccccc32)c(O)n1C,i,i
COc1ccc(NC(=O)CN2CCN(c3c(C)cc(C)cc3C)CC2)cc1,i,i
Cc1nc(-c2ccccc2)sc1C(=O)O,i,i
O=C(NNC1=NS(=O)(=O)c2ccccc21)c1ccc([N+](=O)[O-])cc1,i,i
O=C(Oc1cc2oc(=O)c3c(c2cc1Cl)CCCC3)c1cccs1,i,i
COc1cccc(OC)c1C(=O)Nc1ccc(S(=O)(=O)Nc2ncccn2)cc1,i,i
COC(=O)c1c(NC(=O)CN2CCC3(O)CCCCC3C2c2ccc(OC)cc2OC)sc(C)c1C (stereo not given),i,i
CCCOc1ccc(NC(N)=O)cc1OCCC,i,i
COc1ccc(/C=C/C(=O)c2ccc(C)c([N+](=O)[O-])c2)cc1O,i,i
O=C(c1ccc(F)cc1F)N(Cc1ccccn1)Cc1ccco1,i,i
CO/N=C/c1ccc(Oc2ccc([N+](=O)[O-])cc2[N+](=O)[O-])c(OC)c1,i,i
Cc1[nH]c2ccccc2c1SCc1nnc(SCc2ccccc2)n1C,i,i
CCOC(=O)C1CCCN(Cc2cn[nH]c2-c2ccc(F)cc2F)C1 (stereo not given),i,i
CC1=C(C)CC(C(=O)Nc2cccc(Cl)c2)C(C(=O)O)C1 (stereo not given),i,i
COc1cccc(NC(=O)c2ccccc2SC)c1,i,i
Cc1cc(=O)nc2c3ccccc3n(C(C)C(=O)Nc3c(F)c(F)c(F)c(F)c3F)n12 (stereo not given),i,i
O=c1cc(O)c2sc(Nc3ccc(F)c(Cl)c3)nc2[nH]1,i,i
Nc1ccccc1S(=O)(=O)C(F)F,i,i
CN(C(=O)CCN1C(=O)C(C)(C)Nc2ccccc21)c1ccccc1,i,i
CC1C/C(=N/N2C(=O)CSC2=S)CC(C)(C)C1 (stereo not given),i,i
COc1ccccc1-n1nnnc1SCC(=O)Nc1ccccn1,i,i
O=C(c1cccs1)N1CCN(S(=O)(=O)c2cccs2)CC1,i,i
COc1ccc(N(C(=O)C(C)C)S(=O)(=O)c2cccc3cccnc23)cc1,i,i
CC(C(=O)N1CCCc2c1c(=O)oc1ccc(O)cc21)N1CCc2ccccc2C1 (stereo not given),i,i
Cc1nn(Cc2c(Cl)cccc2Cl)c(C)c1NC(=O)c1cn(-c2ccccc2)nc1-c1ccccc1,i,i
CC(=O)Nc1ccc(NC(=O)CS(=O)(=O)Cc2ccccc2)cc1,i,i
COC(=O)C1C/C(=N/NS(=O)(=O)c2ccc(C)cc2)CS1 (stereo not given),i,i
CS(=O)(=O)N(CC(=O)N1CCOCC1)c1ccc2c3c(cccc13)CC2,i,i
COc1ccc(OC)c(CCNC(=O)CN2C(=O)CC(C)(C)S(=O)(=O)c3ccccc32)c1,i,i
O=C(NCc1ccco1)c1ccc(CS(=O)(=O)c2cccc(C(F)(F)F)c2)o1,i,i
CCOc1ccccc1N1Cc2ccccc2C1,i,i
Cc1ccc2cc(/C=N/NC(=O)[C@H]3C[C@@H]3c3ccccc3)c(Cl)nc2c1,i,i
CCc1ccccc1N(CC(=O)NCc1ccco1)C(=O)c1snc(C(N)=O)c1N,i,i
O=C(O)c1nn(CC(=O)N2CCC(Cc3ccccc3)CC2)c(=O)c2ccccc12,i,i
C/C(=N\NC(=O)Cc1ccc(F)cc1)c1ccc(F)cc1,i,i
CCOc1ccccc1NC(=O)CSc1ccc(-c2sc(C)nc2C)nn1,i,i
CCCCCCCn1c(=N)n(CC(=O)c2ccco2)c2ccccc21,i,i
N=c1c(C(=O)NCCN2CCOCC2)cc2c(=O)n3ccccc3nc2n1Cc1ccc(F)cc1,i,i
CCN(CC(=O)Nc1c(F)cccc1F)C(=O)c1ccc(N2CCCCC2)c([N+](=O)[O-])c1,i,i
COc1cc(C2=NOC(C(=O)N3CCCc4ccccc43)C2)cc(OC)c1OC (stereo not given),i,i
Cc1ccc(C2CCN(C(=S)Nc3cccc(C)c3)C2)cc1 (stereo not given),i,i
Cc1[nH]c(C)c(S(=O)(=O)N(Cc2ccccc2)C(C)(C)C)c1C(=O)N1CCCC1,i,i
Cc1ccc(Nc2nc(C)cc(C)c2C(N)=O)c(C)c1,i,i
CCOc1ccc(C(=O)Nc2cccc3ncccc23)cc1Cl,i,i
CC(=O)NS(=O)(=O)c1ccc(NC(=S)NC(=O)C(C)C)cc1,i,i

# One compound at a time, from the list above. Values in the order: CHT inh | CHT PAM
# N=c1c(C(=O)NCCN2CCOCC2)cc2c(=O)n3ccccc3nc2n1Cc1ccc(F)cc1 is listed with i | i
# Cc1ccc(C2CCN(C(=S)Nc3cccc(C)c3)C2)cc1 (stereo not given) is listed with i | i
# CS(=O)(=O)N(CC(=O)N1CCOCC1)c1ccc2c3c(cccc13)CC2 is listed with i | i

# Of the compounds above, 11 have a Cl atom.
SMILES,CHT inh,CHT PAM
CN(c1ccc(C(=O)Nc2ccc(Cl)cn2)cc1)S(=O)(=O)c1ccccc1,i,i
Cc1ccc(Cl)cc1NC(=O)C1CCCN(S(C)(=O)=O)C1 (stereo not given),i,i
CC(Oc1cccc(Cl)c1)C(=O)Nc1cc(=O)n(C)c(=O)n1C (stereo not given),i,i
CC1CCCN(S(=O)(=O)c2ccc(C(=O)Nc3nnc(-c4ccccc4Cl)o3)cc2)C1 (stereo not given),i,i
CCN(C(=O)c1ccccc1Cl)c1ccccc1,i,i
O=C(Oc1cc2oc(=O)c3c(c2cc1Cl)CCCC3)c1cccs1,i,i
CC1=C(C)CC(C(=O)Nc2cccc(Cl)c2)C(C(=O)O)C1 (stereo not given),i,i
O=c1cc(O)c2sc(Nc3ccc(F)c(Cl)c3)nc2[nH]1,i,i
Cc1nn(Cc2c(Cl)cccc2Cl)c(C)c1NC(=O)c1cn(-c2ccccc2)nc1-c1ccccc1,i,i
Cc1ccc2cc(/C=N/NC(=O)[C@H]3C[C@@H]3c3ccccc3)c(Cl)nc2c1,i,i
CCOc1ccc(C(=O)Nc2cccc3ncccc23)cc1Cl,i,i

# More structures follow.
SMILES,CHT inh,CHT PAM
c1ccc2c(c1)ncn2Cc1nnc2sc(-c3ccncc3)nn12,i,i
CCCSc1n[nH]c(NC(C)=O)n1,i,i
COc1ccc(C2C(CC(=O)O)=C(O)C(=O)N2c2ccccc2)cc1 (stereo not given),i,i
COc1ccc(C(C)C)cc1S(=O)(=O)Nc1ccc(Cl)cn1,i,i
Cc1cccc(N2CCN(C(c3ccccc3)c3nnnn3C(C)(C)C)CC2)c1C (stereo not given),i,i
Cc1cc(C)c2c(CC(=O)NCCc3ccccc3)coc2c1,i,i
Cc1cc(C(=O)N2CCN(Cc3ccc4c(c3)OCO4)CC2)cs1,i,i
CCCCNc1c([N+](=O)[O-])c(=O)n(C)c2ccccc12,i,i
COc1cc(S(=O)(=O)Nc2ccc(C)cc2)ccc1N=Cc1c(C)c(C#N)c(=O)n(C)c1O,i,i
COc1ccc(OC)c(-c2cc(C(=O)Nc3ccc(F)cc3F)no2)c1,i,i
Cc1cccc(NC(=O)c2cc([N+](=O)[O-])ccc2NCC2CCCO2)n1 (stereo not given),i,i
O=C(CSc1ncnc2ccccc12)NCCc1ccccc1,i,i
Cc1nc(=O)c(-c2ccccc2)c(C)n1-c1ccc(Br)cc1,i,i
CCOC(=O)c1sc(-c2ccccc2)cc1NC(=O)c1ccc(S(=O)(=O)N(CCOC)CCOC)cc1,i,i
C=CCN(CC=C)CCCOc1ccccc1C(=O)OC,i,i
O=C(Nc1ccccn1)C1CCN(C(=O)Nc2ccccc2)CC1,i,i
Cn1c(=O)oc2cc(S(=O)(=O)Nc3ccc(F)cc3)ccc21,i,i
CCCCNC(=O)c1ccccc1NC(=O)c1ccccc1N(C)S(C)(=O)=O,i,i
CC(=O)Nc1ccc(C(=O)NNC(=O)c2cccc(C)c2)cc1,i,i
Cc1cc2[nH]c(=O)c(=O)[nH]c2cc1S(=O)(=O)N1CCN(c2ccccc2)CC1,i,i
COc1ccccc1NC(=O)c1cc2c(CO)cnc(C)c2oc1=Nc1cccc(C(N)=O)c1,i,i
COc1ccccc1N1CCN(C2CCCN(C(=O)c3cc(C)oc3C)C2)CC1 (stereo not given),i,i
O=C(Cn1cc([N+](=O)[O-])cn1)NCc1ccccc1,i,i
Nc1c(C(=O)Nc2ccccc2)sc2nc3c(c(-c4ccco4)c12)CCC3,i,i
Cc1ccc(/C=C2/C(=O)N(c3ccccc3)C(=S)N2C)o1,i,i
O=C1C2ON(c3ccccc3)C(c3ccncc3)C2C(=O)N1c1ccccc1 (stereo not given),i,i
CC(C)Cn1c(N)c(C(=O)COC(=O)c2cccc(Cl)c2)c(=O)n(C)c1=O,i,i
CCCc1ccc(-c2ccc(C(=O)O)cc2)nc1,i,i
CCn1c(SCC(=O)Nc2ccc(Cl)cc2)nnc1C1CC1,i,i
